Source: PubChem (several laboratories)
GC-B act: GC-B (human) receptor activation. P20594. AID 1920062. HEK293-GC-B cells, CNP EC30, cGMP TR-FRET; 0% at EC30 CNP, 100% saturating CNP. 370,000 compounds, 0.11% hits. activation, % at 10 µM;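 active = activation at 10 µM reaching about 35% in either raw or pattern-adjusted values, limit read from the data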
Tn6 DDE FP: DD(E)-Tn6 binding inhibition, primary FP screen. P02675. Fibrin DD(E) TRITC-Tn6 fluorescence polarization displacement. inhibition, % at 8.3 µM. 370,000 compounds, 0.21% hits;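 active = inhibition above a per-campaign cutoff: mean of compounds within control limits plus 3 SD, cut at about 15% in these data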;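 note: 0% = median of all compound wells on the plate and 100% = blocking peptide control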
ASAP1 GAP inh: ASAP1 ArfGAP inhibition | ASAP1-stimulated ARF1 GTP hydrolysis, GDP FP detection | inhibition, % at 16.5 µM | 360,000 compounds, 0.19% hits; in the data active = inhibition above about 25%;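 note: 0% = vehicle with enzyme and substrate and 100% = no enzyme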
Target sequence (Q9ULH1 325-724 limits assumed): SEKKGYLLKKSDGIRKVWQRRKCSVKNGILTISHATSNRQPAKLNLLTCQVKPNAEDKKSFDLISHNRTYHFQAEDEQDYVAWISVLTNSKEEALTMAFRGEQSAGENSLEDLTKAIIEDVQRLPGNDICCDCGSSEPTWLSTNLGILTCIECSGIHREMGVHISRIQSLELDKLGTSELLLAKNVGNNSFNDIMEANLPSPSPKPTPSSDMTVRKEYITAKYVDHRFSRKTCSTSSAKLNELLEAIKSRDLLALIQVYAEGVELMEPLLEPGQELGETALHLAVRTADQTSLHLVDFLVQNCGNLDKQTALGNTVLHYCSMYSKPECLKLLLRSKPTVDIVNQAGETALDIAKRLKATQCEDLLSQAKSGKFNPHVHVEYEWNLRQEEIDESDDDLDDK
GC-A act: GC-A (human) enzyme activation | P16066 | HEK293 GC-A cells, cGMP TR-FRET, EC30 ANP; 0% at EC30 ANP, 100% saturating ANP | activation, % at 10 µM | 370,000 compounds, 0.14% hits; in the data active = activation above about 40%
proKLK7 act: proKLK7 (human) activation, primary screen; P49862; purified proKLK7, EDANS-DABCYL substrate fluorescence; 100% is mature enzyme control, 0% vehicle; activation, % at 7 µM; 370,000 compounds, 0.9% hits;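 active = activation above the mean of all tested compounds plus 3 SD, computed per campaign excluding outliers beyond control limits, cut at about 13% in these data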
HGIII-sPLA2 inh: Inhibits HGIII-sPLA2 liposome hydrolysis, primary screen. Q9NZ20. QFRET BODIPY PC-A2 liposome hydrolysis, fluorescence. inhibition, % at 12.2 µM. 370,000 compounds, 0.56% hits;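 active = inhibition above mean plus 3 SD of compounds lying within the high and low control bounds, cut at about 19% in these data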;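 note: 0% = median of test compound wells and 100% = no enzyme DMSO wells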
Target sequence (Q9NZ20 whole entry, looked up): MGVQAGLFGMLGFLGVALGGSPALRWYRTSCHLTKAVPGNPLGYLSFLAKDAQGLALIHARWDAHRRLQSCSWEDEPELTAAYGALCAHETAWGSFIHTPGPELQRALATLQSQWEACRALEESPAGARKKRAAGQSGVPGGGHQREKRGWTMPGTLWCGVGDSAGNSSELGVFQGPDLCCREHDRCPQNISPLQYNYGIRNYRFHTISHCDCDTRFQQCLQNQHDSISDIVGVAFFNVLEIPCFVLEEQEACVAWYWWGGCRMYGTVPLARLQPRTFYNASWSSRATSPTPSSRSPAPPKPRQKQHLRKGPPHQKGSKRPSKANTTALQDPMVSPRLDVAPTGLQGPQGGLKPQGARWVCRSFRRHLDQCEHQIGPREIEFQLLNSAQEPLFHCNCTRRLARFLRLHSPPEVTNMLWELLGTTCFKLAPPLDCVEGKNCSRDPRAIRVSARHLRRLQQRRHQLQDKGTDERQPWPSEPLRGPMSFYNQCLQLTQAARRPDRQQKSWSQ
ADAM10 inh: inhibits human ADAM10. recombinant ADAM10, EDANS/DABCYL FRET peptide cleavage, 3 h. 370,000 compounds, 0.62% hits. O14672. inhibition, % at 7 µM;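 active = inhibition above a per-campaign cutoff equal to the mean of compounds falling between control-based bounds plus 3 SD, cut at about 20% in these data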;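 note: 0% = DMSO wells while the 100% control is not disclosed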
rCAG binder: molecules binding r(CAG) RNA repeats | 370,000 compounds, 1.3% hits | r(CAG) RNA repeat, TO-PRO-1 dye displacement fluorescence | inhibition, % at 3 µM;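 active = inhibition above the plate cutoff, the mean of all test compounds on that plate plus 3 SD, cut at about 35% in these data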;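 note: 0% = DMSO alone and 100% = 100 µM mitoxantrone as full dye displacement; higher means more dye released from RNA so lower well fluorescence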
FXN GAA850 act: increases GAA850 frataxin promoter reporter activity; 360,000 compounds, 0.56% hits; HEK293 lucGAA850 FXN promoter luciferase reporter, 24 h; percent of 10 µM SAHA response; AID 540364; activation, % at 6 µM;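 active = activation above the average of all compounds screened plus 3 SD, cutoff fixed separately per campaign, cut at about 7.5% in these data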;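 note: 0% = DMSO wells and 100% = 10 µM SAHA wells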
ARFGAP1 inh: inhibitors of rat ARFGAP1; 360,000 compounds, 0.26% hits; inhibition, % at 16.5 µM; AID 651572; Arfgap1-stimulated ARF1 GTP hydrolysis, GDP FP detection; Q62848;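 active = inhibition above a per-plate limit, mean inhibition of low control wells plus 3 SD, cut at about 25% in these data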;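 note: 0% = DMSO wells with enzyme and 100% = wells lacking Arfgap1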
Target sequence (Q62848 1-136 limits assumed): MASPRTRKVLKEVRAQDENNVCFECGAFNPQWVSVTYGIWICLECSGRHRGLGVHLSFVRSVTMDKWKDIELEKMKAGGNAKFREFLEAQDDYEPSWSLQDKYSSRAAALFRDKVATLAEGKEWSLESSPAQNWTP
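Assay system: Rat Arfgap1 GAP domain (His6, aa 1-136), purified enzyme | Buffer or medium: HEPES 25 mM pH 7.5, NaCl 150 mM, MgCl2, DTT | Schedule: GTP hydrolysis reaction 2 h at 25 °C | Signal: FP of antibody-bound GDP Alexa 633 tracer, ex 620/em 688 nm | Measure: Percent inhibition of Arfgap1-stimulated GTP hydrolysis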
The depositor's hits bear a star; . = no result given.

SMILES	GC-B act	Tn6 DDE FP	ASAP1 GAP inh	GC-A act	proKLK7 act	HGIII-sPLA2 inh	ADAM10 inh	rCAG binder	FXN GAA850 act	ARFGAP1 inh
CC1=C(C(=O)N(C(C)C)C(C)C)CC(CC(=O)NC2CCCC2)C(=O)N1Cc1ccc(F)cc1 (stereo not given)	4.4	1.3	7.2	2.2	-0.3	15.6	-11.2	-2.5	.	-0.7
O=C(CSC(=S)N1CCCC1)N1CCN(S(=O)(=O)c2cccc([N+](=O)[O-])c2)CC1	3.4	0.7	5.7	1.4	-0.5	-0.5	-1.7	-1.2	1.8	14.3
CC(C)(C)c1ccc(C(=O)Nc2ccc(Oc3cccnc3)nc2)cc1	-1.0	-4.9	1.9	0.8	0.6	4.4	14.1	-3.9	-3.8	14.6
CCOC(=O)N1CCN(C(=O)COC(=O)C2CCN(S(=O)(=O)c3ccc(C)c(C)c3)CC2)CC1	-1.6	-2.9	-0.1	-0.8	-0.2	3.8	1.1	-4.1	1.5	-5.0
COc1ccc(-c2csc(NC(=O)Cc3ccccc3F)n2)c(OC)c1	4.8	-1.4	20.3	-1.0	-0.6	-2.6	9.3	6.6	0.8	2.5
COc1ccc(/C=C2\SC(=S)N(CCC(=O)NC3CCCC3)C2=O)cc1OC	-2.5	-9.8	2.5	2.2	-0.1	-1.4	-4.8	1.7	0.4	-4.7
COc1cc(NC(=O)c2ccccc2)c(OC)cc1NC(=O)Cc1ccc(F)cc1	-3.3	0.5	0.0	-0.9	-1.0	0.3	-11.5	3.2	1.0	11.2
Cc1cccc(C)c1NC(=O)N1C(C(=O)O)CSC1C(=O)O (stereo not given)	7.7	3.3	4.9	3.6	-0.1	0.9	-2.4	1.4	2.0	-1.8
Cc1ccc2c(c1)NC(=O)[C@@]1(C)[C@@H](c3ccccc3)[C@H]3COc4ccccc4[C@@H]3N1C2=O	1.8	-15.6	7.8	-1.1	0.1	16.6	26.7*	6.8	-11.1	7.6
Cc1cccc(N2C(=O)CC(N(C(=O)c3ccco3)c3cccc(C)c3)C2=O)c1 (stereo not given)	3.9	-0.8	-3.5	3.2	0.3	-2.3	-1.3	-4.5	1.1	12.8
Cc1cc(C(=O)OCC(=O)N2CC(C)OC(C)C2)c(C)n1-c1ccccc1 (stereo not given)	2.5	5.8	-4.3	8.1	-0.6	-9.6	-8.6	-0.6	0.1	3.2
Cc1ccccc1CSCC(=O)Nc1c(C)n(C)n(-c2ccccc2)c1=O	4.3	3.4	9.2	2.6	-0.2	-1.6	2.8	-4.9	1.0	2.5
O=S(=O)(c1cc(Cl)cc(Cl)c1)N1CCCC1c1nc2ccccc2s1 (stereo not given)	-4.0	1.0	-7.1	-6.7	0.2	0.6	-5.2	-1.3	2.1	-3.0
COc1ccc(/C(O)=C2/C(=O)C(=O)N(c3ccccn3)C2c2cccc(Cl)c2)cc1 (stereo not given)	0.9	7.4	-0.3	5.7	-0.2	-10.9	-10.1	6.1	2.7	-7.7
COc1cccc(Oc2cn[nH]c2-c2ccc(O)cc2O)c1	15.0	4.1	19.3	54.8*	0.4	-69.7	16.1	4.1	-1.2	1.3
C1CNCCOCCNCCN1	-1.5	5.0	1.4	1.7	0.6	-2.8	1.5	4.2	-0.5	-2.8
Cc1cc(=O)oc2cc(OCc3ccc(C(=O)N4CCN(c5ccc([N+](=O)[O-])cc5)CC4)cc3)ccc12	-1.6	4.1	-2.4	-0.5	-1.3	-4.6	-45.3	8.5	-1.7	-4.0
NC(=O)COC(=O)C1c2ccccc2Oc2ccccc21	-1.5	2.7	17.5	-3.4	0.0	4.4	2.1	2.2	-0.4	-4.6
COc1ccc(C(=O)N2CC3(CC(c4cccc([N+](=O)[O-])c4)=NO3)C[C@H]2C(=O)NCC(N)=O)cc1 (stereo not given in full)	4.6	-2.5	1.1	1.5	0.3	1.2	-0.3	0.4	-0.4	-2.1
CCOc1ccc(Br)cc1S(=O)(=O)NCC(c1ccc(OC)cc1)N1CCOCC1 (stereo not given)	-16.8	1.8	5.2	-20.5	0.1	-8.9	-12.3	1.9	4.2	-8.2
O=C(COc1ccc(-n2cnnn2)cc1)Nc1cc(Cl)cc(Cl)c1	-1.8	-2.6	-5.3	-3.0	0.2	13.7	-11.4	3.4	2.7	5.7
CSc1nnc(-c2ccncc2)n1CCCN1CCCC1=O	4.7	1.7	-5.9	5.8	0.4	1.4	-0.1	1.1	-0.6	5.8
O=C(Cc1ccsc1)NNC(=O)c1ccccc1Cl	0.8	5.0	7.9	2.6	0.0	-3.1	1.1	2.1	3.1	6.3
Cc1ccc(S(=O)(=O)n2nc(-c3ccc(Cl)cc3)nc2NCc2ccco2)cc1	3.7	-1.9	0.2	2.9	0.3	-5.5	-4.3	0.7	6.5	0.6
COc1cc(OC)cc(C(=O)NCC2CCCN(Cc3ccc(SC)cc3)C2)c1 (stereo not given)	-23.2	-3.3	-3.0	-27.4	-0.7	-0.3	-8.4	6.6	-0.1	-7.8
COc1ccc(C(C(=O)NC2CCCCC2)N(C(=O)Cc2c[nH]c3ccccc23)c2ccc(NC(C)=O)cc2)cc1OC (stereo not given)	2.1	1.7	-3.4	5.6	0.3	-59.6	-0.9	4.7	0.7	-5.2
COc1ccc(NC(=S)N2CCN(c3ccc4c(c3)C3CCN(C(=O)OCc5ccccc5)C4C3)CC2)c(OC)c1 (stereo not given)	-0.6	-4.5	5.9	4.1	-0.4	24.7*	-1.1	6.4	.	6.5
Cc1ccc(Cl)cc1NC(=S)N(CCN(C)C)C(C)c1ccccn1 (stereo not given)	-2.1	1.6	-15.0	-7.8	0.1	15.8	-4.1	-1.9	0.8	7.1
Nc1ccc2c(c1)C/C(=C/c1ccco1)C2=O	-1.7	-2.8	1.5	-8.2	-67.8	22.3*	-141.1	31.6	6.2	8.2
Cn1nnnc1SCC(=O)Nc1cc(S(=O)(=O)N2CCCC2)ccc1Cl	1.7	-0.8	-3.3	-1.0	-0.6	3.4	1.8	2.3	1.3	-1.5
CCC(CC)N1CCN(C(=O)c2cccc(Cl)c2)CC1	2.5	-4.2	-8.9	5.3	0.2	9.0	-4.7	-7.5	2.2	-9.0
COc1ccc(CC(=O)NC(C)(C)CC(C)=O)cc1OC	-7.1	-7.8	-3.6	-0.7	0.6	-1.0	1.4	-0.7	2.2	20.4
O=C(O)CC(Cc1ccccc1)C(=O)Nc1ccc([N+](=O)[O-])cc1 (stereo not given)	-0.4	0.9	3.1	0.5	-0.2	9.2	1.7	10.2	0.8	-8.0
COc1ccccc1/C=N/NC(=O)c1cccc2ccccc12	-4.8	-6.1	1.0	0.0	0.4	-3.3	2.5	0.0	0.0	-3.7
CCOC(=O)[C@]12CCCC=C1N(CCCOC)C(=O)[C@@H]2CC(=O)NCCCCc1ccccc1	3.7	1.5	.	2.1	0.5	-9.3	-4.5	-2.9	.	.
COc1cc(/C=C2\SC(c3ccc(C)cc3)=NC2=O)ccc1O	.	1.6	13.4	.	0.2	-31.5	13.0	26.2	0.9	15.7
O=C(OCC#CCSc1nnc(-c2cccc3ccccc23)o1)c1cccc2[nH]ccc12	2.0	0.8	-6.4	-2.0	0.6	0.5	-19.2	3.3	2.2	5.4
C=CCNC(=O)CN(C(=O)Cc1ccc(Cl)nc1)c1cccc(Br)c1	-5.4	4.9	.	-12.8	0.1	-1.3	-2.7	0.6	.	.
CC12CCC(C(=O)Nc3cccc(Cl)c3)(C(Br)C1=O)C2(C)C (stereo not given)	-6.6	5.9	7.3	1.9	-0.7	-11.9	4.3	-0.4	1.3	0.3
O=C(CN1C(=O)COc2ccccc21)N1CCN(c2ccccc2F)CC1	-3.8	-3.3	-7.2	-0.6	-0.1	2.8	-0.8	-5.1	2.0	-5.6
COc1cc(CC(=O)Nc2sc3c(c2C(N)=O)CCCC3)cc(OC)c1OC	3.4	-7.4	4.5	-1.0	-0.1	0.3	-5.1	1.4	-0.5	-5.4
Cc1ccnn1CCC(=O)N1CCCC(Nc2ccc(C(C)C)cc2)C1 (stereo not given)	1.7	6.5	2.7	-1.2	0.2	1.9	-3.3	-3.6	0.5	-5.9
CSc1cc(-c2ccc(Cl)cc2)c(C(=O)N2CCCC2)s1	-16.2	7.4	0.6	-25.0	0.4	5.5	1.9	-8.2	0.2	0.3
Oc1c(C(Nc2ccccn2)c2ccccn2)ccc2cccnc12 (stereo not given)	0.4	-2.6	-10.1	0.7	0.2	12.5	8.5	3.3	-8.3	5.0
Cc1ccc(S(=O)(=O)NCCSC(C)(C)C)cc1	2.0	7.1	-4.3	-1.1	-1.0	-2.8	-4.0	-4.8	2.6	-1.6
C=CCn1c(SCC(=O)N2CCCC2)nc2scc(-c3cccs3)c2c1=O	0.8	2.3	-7.3	6.9	0.3	0.8	5.2	6.8	2.9	7.4
COc1c(/C=N/NC(=O)c2ccccc2O)c(CCN(C)C(C)=O)cc2c1OCO2	-3.2	-0.8	-4.3	-1.7	0.8	-4.3	-1.7	1.5	1.7	0.5
O=C(c1cccnc1)N1CCN(C(=O)c2cccs2)CC1	2.9	2.8	0.8	-0.1	0.4	-3.7	2.3	0.1	0.1	-8.4
O=c1[nH]oc(O)c1-c1ncc(C(F)(F)F)cc1Cl	-1.9	9.1	-2.9	2.1	0.1	-7.9	0.4	2.7	2.8	-1.2
CCOC(=O)c1c(-c2ccccc2)oc2ccc(O)c(CN(C)C)c12	-11.8	-0.2	5.7	-16.0	-0.3	-18.8	-0.8	-1.5	-3.1	6.9
O=C(Nc1ccc2nc(-c3cccnc3)[nH]c2c1)c1ccco1	-5.2	-0.1	6.2	0.5	-0.5	-3.0	-13.4	1.9	-1.7	-1.0
O=C1CC(N2CCN(c3ccccc3Cl)CC2)C(=O)N1c1ccccc1 (stereo not given)	6.1	2.8	2.3	-2.9	0.0	-8.4	-1.0	-1.8	0.1	15.2
COc1cc(OC)cc(C(=O)Nc2cc(NC(=O)c3ccco3)ccc2OC)c1	2.1	4.8	10.7	0.5	-0.2	-1.0	-9.2	2.1	-1.1	2.4
Cn1c(CCNC(=O)c2ccco2)nc2cc(NC(=O)C3CCCCC3)ccc21	3.9	-6.4	11.2	-1.4	-0.2	4.1	-19.4	-2.2	0.1	-10.0
Cc1ccc(C(=O)N/C(=C/c2ccc(Cl)cc2)C(=O)Nc2cccc(C(=O)O)c2)cc1	-1.6	-0.6	-2.1	4.3	-0.7	-3.4	0.9	27.9	-0.6	0.4

Whole records from above. Screens in order: GC-B act, Tn6 DDE FP, ASAP1 GAP inh, GC-A act, proKLK7 act, HGIII-sPLA2 inh, ADAM10 inh, rCAG binder, FXN GAA850 act, ARFGAP1 inh
`CCOC(=O)c1c(-c2ccccc2)oc2ccc(O)c(CN(C)C)c12` as listed: -11.8, -0.2, 5.7, -16.0, -0.3, -18.8, -0.8, -1.5, -3.1, 6.9
`O=C(Nc1ccc2nc(-c3cccnc3)[nH]c2c1)c1ccco1` as listed: -5.2, -0.1, 6.2, 0.5, -0.5, -3.0, -13.4, 1.9, -1.7, -1.0
`O=c1[nH]oc(O)c1-c1ncc(C(F)(F)F)cc1Cl` as listed: -1.9, 9.1, -2.9, 2.1, 0.1, -7.9, 0.4, 2.7, 2.8, -1.2
